PI5P4Ka inh: blocks human PI5P4K alpha kinase activity; P48426; PI5P4Kalpha enzyme, ADP-Glo luminescence, 60 min; active compounds read low; max response, %; 330,000 compounds, 1.2% hits; active = max response of -50% or lower; inconclusive = between -30% and -50%; inactive = -30% or higher; also: value at the top dose of about 77 µM; % is scaled to controls: 0 for no effect and ±100 for the full control effect
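Single end-point luminescence (ADP-Glo) quantified ADP from PI5P4Kalpha turnover; ATP 5 microM final, 1 h at RT, 0.1% CHAPS and 0.28 mM EGTA in HEPES pH 7.4.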
EPAC1 antagonist: antagonists of human EPAC1; O95398; EPAC1 GEF assay, Rap1b-BODIPY-GDP exchange fluorescence; Potency, µM (top dose mostly 115 µM), for the others: at the highest dose activity change, negative = inhibition, hits mostly inhibitors; 360,000 compounds, 0.14% hits; AID 720709;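 also: potency is read from the fitted curve at half-maximal effect; plate controls were vehicle for no effect and positive control for full effect; nearly all actives have a fitted effect of over 50% in size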
WRN helicase inh: WRN helicase (human) inhibition; AID 651768; WRN helicase unwinding, fluorescent forked duplex, kinetic; Potency, µM (highest dose often 114 µM), without a hit: top-dose activity change, negative = inhibition, most hits filed as inhibitors; 360,000 compounds, 0.46% hits; also: potency is read from the fitted curve at half-maximal effect; % is scaled to controls: 0 for no effect and ±100 for the full control effect; nearly all actives have a fitted effect of over 55% in size
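Fluorescence dequenching readout, ex 525 nm/em 598 nm, kinetic mode: forked duplex DNA (100 nM final) with adjacent fluorophore and quencher unwound by WRN (20 nM final) with 2 mM ATP. Compound preincubation 15 min, room temperature.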
Abeta yeast res: restores growth of yeast expressing A-beta42 peptide. yeast expressing A-beta42, growth rescue, OD600, 48 h; response scale: 0% DMSO, 100% iron-clioquinol control. 410,000 compounds, 0.063% hits. Potency, µM (titrated, usually from 46.1 µM), without a hit: at the highest dose growth rescue, most hits filed as activators; also: potency is read from the fitted curve at half-maximal effect; nearly all actives have a fitted effect of over 55% in size
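Yeast A-beta toxicity model in growth medium with pinned compounds, 48 h at 30 C; growth read as absorbance at 600 nm. Normalized to FeCl3/clioquinol equimolar mix (positive) and DMSO (negative).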
FUS suppressor: suppressors of FUS proteinopathy in yeast; Potency, µM (highest dose often 76.6 µM), inactives show top-dose growth rescue (activation), hits mostly activators; S. cerevisiae FUS-expressing, growth rescue, OD600, 24 h; 390,000 compounds, 0.24% hits;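 also: potency is read from the fitted curve at half-maximal effect; plate controls were DMSO vehicle for no effect and reference control for full effect; nearly all actives have a fitted effect of over 55% in size; some results filed as inactive show a strong effect at the top dose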
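Yeast expressing FUS under galactose induction, OD 0.005 in 2% galactose medium; compounds in a dilution series, 24 h at 30C. Growth rescue by absorbance at 600 nm; CP55940 positive control, DMSO negative.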
EPAC1 agonist: EPAC1 (human) agonism | O95398 | EPAC1 agonist qHTS, biochemical assay; response scale: 100% = response to 6.5 mM cAMP | Potency, µM (doses to about 154 µM), without a hit: at the top dose activation, usual class: activators | 360,000 compounds, 0.073% hits | AID 720707; also: potency is read from the fitted curve at half-maximal effect; nearly all actives have a fitted effect of over 60% in size
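Normalized to 6.5 mM cAMP, activity reflects EPAC1-catalysed release of BODIPY-GDP from Rap1B, followed kinetically over 30 min at 480 nm excitation, 540 nm emission. Reaction contained 100 nM EPAC1, 250 nM Rap1B-BODIPY-GDP, 50 uM GDP.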
PLK1 PBD block: PLK1 (human) polo-box domain binding inhibition. 360,000 compounds, 2.8% hits. Plk1 PBD binding of FITC phosphopeptide, fluorescence polarization. Potency, µM, inactives show max response, negative = inhibition, usual class: inhibitors. AID 720504; also: potency is read from the fitted curve at half-maximal effect; series mostly up to about 57 µM; % is scaled to controls: 0 for no effect and ±100 for the full control effect; nearly all actives have a fitted effect of over 65% in size
IL-2 act: activates IL-2 in a cell-based reporter assay | activation, % (series mostly up to about 46 µM) | IL-2 activation reporter assay, cell-based qHTS; stimulated with anti-CD3/CD4/CD28 beads; in transgenic mouse T cells | 360,000 compounds, 0.065% hits; in the data active = activation above about 50%; inconclusive = mostly about 30% to 49%; also: 0% is about no effect
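Unstimulated transgenic mouse T cells preincubated 60 min with compound, then stimulated with anti-CD3/anti-CD4-coated beads plus anti-CD28 for 18 h at 37 degrees C. IL-2 response read as EGFP and DsRed fluorescence by plate cytometry.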
aSyn yeast inh: inhibitors of alpha-synuclein toxicity in yeast | Potency, µM (series often up to 46.1 µM), inactives show top-dose growth rescue (activation), usual class: activators | AID 652106 | Yeast expressing alpha-synuclein, growth rescue, BacTiter-Glo, 24 h | 370,000 compounds, 0.14% hits; also: potency is read from the fitted curve at half-maximal effect; % of control where 0% means no effect; nearly all actives have a fitted effect of over 65% in size
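Screening used galactose-induced yeast with toxic alpha-synuclein levels, exposed to compound for 24 hr at 30 deg C. Cell growth, read with BacTiter-Glo luminescence, gave the measured signal.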
* marks the source's active call; other numbers are inactive results; ? = inconclusive; nt = not tested or not shown; & = joins results of further samples; [ ] = remark or other dose. Unless noted, calls follow the shape of the dose curve; as a rule, active = well fitted curve in the direction sought with a large enough effect; inconclusive = small, poorly fitted or top-dose-only effect, or another doubt; inactive = no such curve, though single readings can be large; an effect the other way counts as inactive or inconclusive. Random draw from the library (roughly 4.1% active in at least one column).

SMILES	PI5P4Ka inh	EPAC1 antagonist	WRN helicase inh	Abeta yeast res	FUS suppressor	EPAC1 agonist	PLK1 PBD block	IL-2 act	aSyn yeast inh
O=C(Nc1ccc(N2CCN(C(=O)c3cccs3)CC2)cc1)c1cccc(F)c1	-1	-2%	2%	9%	?	6%	-15%	-0.6	0%
COc1cccc(-c2cc(C(=O)NCCc3ccccc3)no2)c1	nt	12%	-1%	3%	6%	-4%	-2%	-2.4	-2%
O=[N+]([O-])c1ccccc1/C=C/C=N/n1c(-c2ccccc2)n[nH]c1=S	0	-7%	-29%	11%	nt	-6%	?	-3.2	-7%
c1ccc(-c2cn(-c3ccccc3)c3ncnc(N4CCCCC4)c23)cc1	20	-7%	-10%	-50%[inhibitor]	22%	2%	1%	-1.6	-1%
CC1(C)CC(CCC(=O)Nc2ccc(S(N)(=O)=O)cc2)C(=O)O1 (stereo not drawn)	4	1%	-14%	6%	23%	2%	3%	-1.4	2%
Cn1cc(CN2CCC(n3nccc3NC(=O)CCOc3ccccc3)CC2)cn1	4	9%	-1%[57.1 µM]	2%	1%	5%	1%	-0.7	1%
O=C(COc1ccc(C(=O)NCc2cccnc2)cc1)Nc1cccc(C(F)(F)F)c1	0	-5%	-25%	-10%	1%	-1%	-7%	-0.9	-5%
O=C(CNC(=S)N(CCCN1CCOCC1)Cc1cccs1)NC1CC1	-2	-5%	-8%	-12%	2%	6%	7%	-4.7	3%
O=C(Oc1cccc2cccnc12)c1cccc(-n2cnnn2)c1	1	-8%	-3%	-10%	15%	20%	-9%	1.9	?
CCOC(=O)N(C)C[C@@H]1OCc2ccccc2-c2c(n(C)c3ccccc23)C(=O)N([C@H](C)CO)C[C@H]1C	-2	-6%	9%	-5%	?	-3%	-14%	-0.3	-3%
O=C(CN1CCN(S(=O)(=O)c2ccccc2)CC1)NC1CC1	3	0%	2%	2%	10%	-12%	-20%	1.1	-1%
CC1=NNC(=O)C1CCC(=O)N/N=C\c1ccc(Cl)c(Cl)c1 (stereo not drawn)	7	-7%	-22%	-1%	13%	-7%	-4%	-3.6	2%
Cc1cccc(NC(=O)c2cc(S(=O)(=O)N3CCC4(CC3)OCCO4)ccc2F)c1	3	-24%	-13%	13%&10%	5%&30%	2%	27µM*	-1.5	8%
Cn1c(SCc2nc3ccccc3[nH]2)nnc1-c1cnccn1	-5	-3%	-3%	5%	5%	8%	-4%	-0.4	2%
Cc1[nH]n(-c2ccc(Cl)cc2)c(=O)c1/C=N/c1nnc(-c2ccccc2)s1	-18	-20%	-28%	-10%	nt	2%	0%	-0.3	-44%[inhibitor]
COc1ccc(C(O)c2nc(-c3ccc(C)c(C)c3)cs2)cc1 (stereo not drawn)	16	-17%	-3%	8%	34%	9%	-13%	-1.0	10µM*
O=C1NC(c2cccc(OCc3ccccc3)c2)Nc2ccccc21 (stereo not drawn)	4	-14%	-5%	15%	nt	18%	-5%	-3.7	6%
COc1ccc(C(=O)NC(CCSC)C(=O)NC2CC2)cc1 (stereo not drawn)	2	8%	1%	-9%	-13%	-2%	4%	0.4	-2%
CCOC(=O)N1CCC(n2c(SCC(=O)NCc3ccco3)nc3ccsc3c2=O)CC1	nt	13%	-3%	7%	16%	-1%	-14%	-2.0	-6%
O=C(NCCN1CCOCC1)c1cc2ccccc2[nH]1	-2	9%	5%	4%	-7%	-3%	-1%	0.6	-5%
CC(C)NC(=O)C(=O)NCCC1CCCCN1S(=O)(=O)c1cccs1 (stereo not drawn)	-6	-7%	-19%	18%	5%	-7%	-5%	-0.5	-1%
O=C(NC1CC(=O)N(c2ccc(F)cc2)C1)N1CCN(C(=O)c2ccco2)CC1 (stereo not drawn)	-5	7%	-4%	13%	5%	2%	-8%	-2.5	-4%
CC(C)C1Nc2ccc(S(=O)(=O)N3CCOCC3)cc2NC1=O (stereo not drawn)	1	?	-1%	-5%	1%	1%	-8%	0.5	-1%
O=C1CCCc2nc(N3CCN(C(=O)c4ccco4)CC3)ncc21	4	1%	-6%	-1%	-5%	-11%	3%	-2.7	0%
CCCCOC(=O)c1ccccc1N1C(=O)C2C3CCC(C3)C2C1=O (stereo not drawn)	-6	-20%	-13%	-11%	nt	2%	-2%	-0.9	1%
COc1ccc(CNC(=O)c2ccc(=O)oc2)cc1OC	1	-5%	0%	-2%	3%	-2%	6%	-1.2	0%
Cc1onc(-c2ccccc2Cl)c1C(=O)NC(=S)Nc1ccccc1C(N)=O	-6	16%	-13%	-17%	nt	-4%	-12%	-4.8	-13%
CN1C(=O)[C@H]2[C@@H](/C=C/c3ccccc3)N3C(=O)CN(CC4CC4)C(=O)[C@@]3(C)[C@H]2C1=O	5	5%	-4%	-14%	-5%	-32%[inhibitor]	-16%	-3.8	0%
O=C(C[C@H]1C(=O)N(C2CCCCC2)C[C@@H]1Cc1ccccc1)Nc1ccccc1	-2	-23%	-10%	4%	26%	2%	9%	-0.3	4%
COc1ccc(/C=N\Nc2ccccc2[N+](=O)[O-])c(C(=O)O)c1OC	-10	-11%	-6%	4%	-3%	7%	-15%	-2.6	-7%
O=C(O)c1ccc[n+](Cc2ccc([N+](=O)[O-])cc2)c1	-1	-6%	5%	6%	-22%	8%	0%	1.3	13%
Clc1ccc(-n2ncc3c(N4CCCCCC4)ncnc32)cc1	0	21%	-3%	-10%	-28%	-9%	0%	-0.4	-2%
CCOc1ccccc1CNC(=O)CNC(=O)c1cccs1	-4	1%	1%	-3%	17%	-14%	7%	0.3	1%
CCN(Cc1ccccc1)C(=O)c1[nH]c2ccc(OC)cc2c1C	0	-6%	1%	-5%	17%	6%	-4%	0.1	1%
COc1ccc(NCc2n[nH]nc2-c2ccccc2)cc1Cl	3	17%	-6%	15%	33%	0%	-21%	-1.0	10%
CSc1nc2n(n1)C(c1cccs1)C1=C(CCCC1=O)N2 (stereo not drawn)	6	2%	-10%	-1%	4%	10%	-10%	-0.8	2%
O=C(CSC1=Nc2ccccc2C2=NC(CC(=O)N3CCN(c4ccccc4)CC3)C(=O)N12)NCC1CCCO1 (stereo not drawn)	-4	2%	-5%	1%	?	-1%	-16%	2.4	2%
CNC(=O)CSc1nc(N)c2c3c(sc2n1)CCC3	nt	-3%	-8%	6%	28%	-4%	-4%	-1.7	-1%
COC(=O)CSc1nccc(-c2cccs2)n1	-5	-4%	-4%	-7%	0%	12%	-1%	-0.2	10%
CC1CCC(NC(=O)CCS(=O)(=O)c2ccc3c(c2)CC(C)N3C(=O)C2CC2)CC1 (stereo not drawn)	4	3%	-1%	-3%	5%	-10%	30µM*	-2.2	4%
Cc1ccc(OCC(=O)NCc2ccc3c(c2)OCO3)c([N+](=O)[O-])n1	2	11%	6%	-1%	1%	-2%	?	0.3	2%
CCOc1ccc2ccccc2c1C(=O)N[C@@H]1C(=O)N2[C@@H]1SC(C)(C)[C@@H]2C(=O)O	0&0	-1%&7%	8%	-1%&-26%	-19%&11%	10%&-16%	-7%&-19%	-0.4&-0.4	-4%&-9%
O=C(N/N=C/c1ccccc1)c1cc(-c2ccc3c(c2)OCO3)n[nH]1	-5	-9%	-24%	-12%	9%	5%	-9%	0.2	3%
COc1ccc(S(=O)(=O)N2CCCCCC2)cc1C(=O)N(C)CC(=O)Nc1ccc(F)cc1	4	-9%	0%	-7%	10%	0%	-15%	-0.7	-2%
Cc1[nH]c(C)c(S(=O)(=O)Nc2ccccc2Cl)c1C(=O)N1CCCC1	6	-6%	5%	6%	-11%	8%	-19%	-1.3	1%
COc1ccc(N2C(=O)C3C(C2=O)C3(c2ccccc2)c2ccccc2)cc1 (stereo not drawn)	2	8%	5%	-7%	20%	11%	1%	0.0	0%
CCOc1ccc(C(=O)NC(=S)Nc2ccccc2N2CCOCC2)cc1Br	20	-4%	-8%	27%	0%	1%	1%	1.4	0%
CCN(CC(=O)NCc1cccs1)C(=O)/C=C/c1cc(Br)ccc1OC(F)F	1	-10%	-2%	-10%	-3%	2%	-13%	-0.3	5%
O=C(NC1CCCCCCC1)c1ccco1	nt	10%	1%	-13%	6%	-6%	-2%	4.1	-1%
COC(=O)c1ccc(OCC(O)CN2CCN(C(=O)c3ccco3)CC2)cc1 (stereo not drawn)	-4	-3%	4%	5%	2%	-3%	6%	0.9	5%
CCOc1ccc(S(=O)(=O)N2CCCCC2)cc1NC(=O)CN1C(=O)NC(CC)(c2ccccc2)C1=O (stereo not drawn)	12	-6%	-24%	-1%	nt	14%	-2%	-2.0	-1%
Cc1cccc(C(=O)Nc2ccc3c(c2)nc(C)n3C)c1	-1	-8%	-1%[57.1 µM]	-16%	-5%	5%	3%	0.0	-2%
Cc1ccc(Cl)cc1N(C)C(=O)Cn1ncc2c([nH]c3ccccc32)c1=O	4	6%	9%	0%	0%	13%	-11%	-2.1	-2%
c1ccc2c(c1)c1ccccc1n2CN1CCOCC1	-10	3%	-2%	3%	-7%	-1%	-3%	0.2	1%
O=C(c1ccc(Br)cc1)N1CCCc2ccccc21	3	0%	-4%	-32%[inhibitor]	0%	-3%	?	1.6	0%

Results in PI5P4Ka inh, Abeta yeast res and IL-2 act (four entries from above):
molecule,PI5P4Ka inh,Abeta yeast res,IL-2 act
Cc1ccc(Cl)cc1N(C)C(=O)Cn1ncc2c([nH]c3ccccc32)c1=O,4,0%,-2.1
CCN(CC(=O)NCc1cccs1)C(=O)/C=C/c1cc(Br)ccc1OC(F)F,1,-10%,-0.3
CCN(Cc1ccccc1)C(=O)c1[nH]c2ccc(OC)cc2c1C,0,-5%,0.1
COc1ccc(NCc2n[nH]nc2-c2ccccc2)cc1Cl,3,15%,-1.0
